FLuc stim CS: FLuc activators, initial screening, artefact control for FLuc-dependent activation tests, biochemical, ATPlite luminescence. Luciferin 4-monooxygenase (Photinus pyralis), P08659. ATPlite luciferase biochemical, 10 min; 0 = ATP-free wells, 1 = DMSO control. activation factor at 10 µM. 200,000 tested, under 10 active. AID 1027, 2008;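 active = luciferase activation factor, scaled between plate controls, of at least 2 with compound at 10 µM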
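Assay system – cell-free luciferase reagent · Medium – PBS-based ATP solution · Dosing – test compounds dosed from 2 mM stocks in 100% DMSO · Timing – 10 min, room temperature · Technique – light output (luminescence) · Measure – luminescence gain marking luciferase activators · Controls – No-ATP low control, compound-free enzyme-plus-ATP high control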
G6PDH counter: L. mesenteroides G6PDH inhibitors, counter-screen for G6PDH-coupled screening assays, biochemical, Leuconostoc mesenteroides enzyme; 200,000 compounds, 0.12% hits; AID 1020, 2008; glucose-6-phosphate dehydrogenase [Leuconostoc mesenteroides]; Purified L. mesenteroides G6PDH, diaphorase/resazurin coupled fluorescence, 45 min; inhibition, % at 5 µM; in the data active = inhibition above about 50%
APP transl inh: inhibitors of APP translation via 5'UTR reporter, primary screen, APP 5'UTR luciferase, SH-SY5Y cells. 190,000 compounds, 0.82% hits. SH-SY5Y APP 5'UTR-luciferase reporter, luminescence. inhibition, % at 2 µM;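 active = inhibition above a set limit, derived from the sample mean plus 3 SD, cut at about 45% in these data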; note: values of inactives mirror those of a sister screen read the other way
APP 5'UTR act: activators of APP 5'UTR luciferase reporter, primary screen, SH-SY5Y cells | SH-SY5Y APP 5'UTR luciferase reporter, luminescence; zero percent = DMSO vehicle wells | activation, % at 2 µM | 190,000 compounds, 1% hits | AID 1276, 2008;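 active = activation above a set limit, based on mean plus 3 SD of controls, cut at about 140% in these data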; note: values of inactives mirror those of a sister screen read the other way
NF-kB neuron act: activators of NF-kB expression in neurons, primary screen, cell-based, HTS; human neuronal cells, NF-kB reporter expression; hits give high values; fold change at 12.5 µM; 190,000 compounds, 1.6% hits; in the data active = fold change above about 3.3
STAT1 activator: STAT1 signaling activators, primary screen, cell-based, HTS, luciferase reporter; NIH 3T3 STAT1-luciferase reporter, IFN-gamma, luminescence; 100% = IFN-gamma alone, no compound; activation (% of control), % at 5.5 µM; 200,000 compounds, 2.6% hits; AID 932, 2007;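 active = activation above the screen-wide mean activation plus 3 SD, cut at about 130% in these data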;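 note: raw ratio to IFN-gamma control signal so 100% means no change and 0% no light; values of inactives mirror those of a sister screen read the other way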
Diaph inh CS: diaphorase inhibitors and chemical oxidizers, primary screen, counter-screen for diaphorase-coupled primary assays, biochemical, uHTS, resorufin fluorescence | diaphorase resazurin-to-resorufin fluorescence, NADH, 16 min; bacterial (C. kluyveri) enzyme, not human | inhibition, % at 20 µM | 190,000 compounds, 0.69% hits;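 active = primary screen inhibition at 20 µM above a set limit, cut at about 50% in these data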;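 note: plate controls were DMSO with full reaction for no effect and wells lacking NADH for full effect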
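material = Clostridium kluyveri diaphorase enzyme | amount = 0.14 U/mL diaphorase, enzyme working solution | schedule = incubation 16 min, room temperature | detection = fluorescence of resorufin formed from resazurin, Ex 544/Em 590 nm | benchmarks = positive control minus NADH, DMSO neutral control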
FLuc inh counter: firefly luciferase enzyme inhibitors, primary screen, artefact control for luciferase-based inhibitor screens, biochemical, luminescence, ATPLite; Luciferin 4-monooxygenase (Photinus pyralis), P08659; 10 min; inhibition, % at 10 µM; 200,000 compounds, 1.5% hits; AID 1006, 2008;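 active = inhibition above about 50% when tested at 10 µM, limit read from the data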
TLR4 MyD88 comp: inhibitors of TLR4-MyD88 association in cells, primary screen, cell-based, HeLa CL3-4, BLA complementation, FRET ratio. inhibition, % at 8.4 µM. AID 861, 2007. 200,000 compounds, 0.18% hits. Toll-like receptor 4 (Homo sapiens) + Myeloid differentiation primary response protein …. HeLa CL3-4 TLR4/MyD88 BLA complementation; in the data active = inhibition above about 25%;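 note: 0% = vehicle and 100% = reference inhibitor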
Target sequence (O00206 whole entry, looked up): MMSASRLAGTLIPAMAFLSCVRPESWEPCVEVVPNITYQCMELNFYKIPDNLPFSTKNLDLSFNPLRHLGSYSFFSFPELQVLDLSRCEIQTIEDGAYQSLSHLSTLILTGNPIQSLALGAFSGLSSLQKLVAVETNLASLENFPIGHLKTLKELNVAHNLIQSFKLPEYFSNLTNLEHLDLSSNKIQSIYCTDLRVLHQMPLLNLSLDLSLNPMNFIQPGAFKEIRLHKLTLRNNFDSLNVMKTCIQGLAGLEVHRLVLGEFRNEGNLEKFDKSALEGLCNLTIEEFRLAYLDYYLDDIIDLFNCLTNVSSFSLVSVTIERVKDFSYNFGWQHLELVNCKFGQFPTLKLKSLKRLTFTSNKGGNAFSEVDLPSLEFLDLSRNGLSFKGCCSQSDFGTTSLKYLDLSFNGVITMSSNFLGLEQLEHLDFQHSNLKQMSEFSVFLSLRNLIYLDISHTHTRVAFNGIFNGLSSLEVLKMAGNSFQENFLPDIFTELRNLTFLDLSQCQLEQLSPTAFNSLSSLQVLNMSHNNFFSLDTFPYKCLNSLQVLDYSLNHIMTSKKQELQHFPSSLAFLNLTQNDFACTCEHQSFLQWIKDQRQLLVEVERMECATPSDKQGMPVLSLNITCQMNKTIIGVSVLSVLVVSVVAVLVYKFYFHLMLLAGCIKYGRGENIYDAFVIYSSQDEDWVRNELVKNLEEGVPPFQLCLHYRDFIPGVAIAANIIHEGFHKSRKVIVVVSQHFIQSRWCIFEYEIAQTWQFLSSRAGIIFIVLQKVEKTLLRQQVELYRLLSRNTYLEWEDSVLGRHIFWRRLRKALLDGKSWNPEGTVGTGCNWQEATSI
Target sequence (Q99836 whole entry, looked up): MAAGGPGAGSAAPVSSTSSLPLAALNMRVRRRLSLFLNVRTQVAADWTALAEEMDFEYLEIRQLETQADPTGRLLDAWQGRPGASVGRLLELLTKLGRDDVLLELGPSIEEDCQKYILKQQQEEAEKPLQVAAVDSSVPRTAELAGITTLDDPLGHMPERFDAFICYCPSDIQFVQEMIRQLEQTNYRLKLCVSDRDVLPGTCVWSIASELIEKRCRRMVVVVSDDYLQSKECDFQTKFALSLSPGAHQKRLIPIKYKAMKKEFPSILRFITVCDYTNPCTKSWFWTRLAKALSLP
Diaphorase act: compounds boosting diaphorase resazurin reduction – biochemical, uHTS, resorufin fluorescence, counter-screen for diaphorase-coupled primary assays, primary screen; 190,000 compounds, 0.005% hits; AID 1229, 2008; activation factor at 20 µM; Diaphorase/resazurin coupled assay, 16 min; hits give high values; 1 = vehicle wells, 0 = NADH-free wells;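 active = diaphorase activity raised at least twofold by the compound at 20 µM; inactive = activation factor below 2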
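Material: bacterial diaphorase enzyme (C. kluyveri); amount: enzyme 0.07 U/mL final; reagent: NADH substrate 0.114 mM plus resazurin dye 0.1 mM, final; doses: single compound dose of 20 µM, 1% DMSO final; timing: 16 min enzyme reaction, ambient temperature; measured by: fluorescence of resorufin, 544 nm excitation, 590 nm emission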
Active calls of the source: *; · = no result given. Not a hit list. Share with any hit: about 5.6%.

SMILES	FLuc stim CS	G6PDH counter	APP transl inh	APP 5'UTR act	NF-kB neuron act	STAT1 activator	Diaph inh CS	FLuc inh counter	TLR4 MyD88 comp	Diaphorase act
Cc1noc(C)c1S(=O)(=O)N1CCCC(C(=O)N2CCN(C3CCCCC3)CC2)C1 (stereo unspecified)	1	14.7	13.9	-13.9	0.78	97.4	15.0	-4.3	4.9	0.8
Cc1cc2nc(-c3ccc(SCc4ccc(C#N)cc4)nc3)[nH]c2cc1C	1	-3.4	-34.3	34.3	0.62	101.9	13.5	-2.2	6.5	0.9
CN(C)C(=O)COc1ccc2ccc(=O)oc2c1	1.1	2.6	12.9	-12.9	1.03	94.9	4.9	-6.0	-6.8	1
COC(=O)c1cc(Br)c(=O)n(Cc2ccco2)c1	1.1	0.3	-6.0	6.0	1.07	103.6	19.0	-7.0	5.2	0.8
O=C(NC1=NCCS1)C12CC3CC(C1)CC(C(=O)NC1=NCCS1)(C3)C2	1.1	-18.2	-21.8	21.8	1.36	106.9	10.1	-5.9	0.3	0.9
CCOC(=O)c1[nH]c2ccc(C)cc2c1N=C(C)N(C)C	1	9.5	-10.3	10.3	1.4	102.4	9.3	0.4	-7.7	0.9
Cc1cc(C)c(OCC(=O)N/N=C/c2ccco2)c(C)c1	1	10.9	28.3	-28.3	0.98	100.9	21.5	-2.7	0.8	0.8
C#CCOCCOCCOCCNc1nc(N2CCN(C(=O)[C@H](Cc3ccc(O)cc3)n3cc([C@@H](N)C(C)CC)nn3)CC2)nc(N2CCN(C(=O)[C@H](Cc3cc4ccccc4[nH]3)n3cc([C@@H](N)C(C)CC)nn3)CC2)n1 (stereo partly specified)	1	3.9	11.9	-11.9	1.51	102.1	-46.8	1.4	12.2	1.5
CC(C)CNC(=O)CCCc1ccccc1	1	-2.1	·	·	1.4	104.0	-1.0	-2.0	6.4	1
Cc1ccc(NC(=O)C2CCN(S(=O)(=O)c3c(C)n[nH]c3C)CC2)nc1	1	16.8	-1.9	1.9	0.95	100.7	13.2	-3.5	-0.5	0.9

Compound profiles, as listed above:
CCOC(=O)c1[nH]c2ccc(C)cc2c1N=C(C)N(C)C as listed: FLuc stim CS: 1; G6PDH counter: 9.5; APP transl inh: -10.3; APP 5'UTR act: 10.3; NF-kB neuron act: 1.4; STAT1 activator: 102.4; Diaph inh CS: 9.3; FLuc inh counter: 0.4; TLR4 MyD88 comp: -7.7; Diaphorase act: 0.9
O=C(NC1=NCCS1)C12CC3CC(C1)CC(C(=O)NC1=NCCS1)(C3)C2 as listed: FLuc stim CS: 1.1; G6PDH counter: -18.2; APP transl inh: -21.8; APP 5'UTR act: 21.8; NF-kB neuron act: 1.36; STAT1 activator: 106.9; Diaph inh CS: 10.1; FLuc inh counter: -5.9; TLR4 MyD88 comp: 0.3; Diaphorase act: 0.9

The list continues:
SMILES	FLuc stim CS	G6PDH counter	APP transl inh	APP 5'UTR act	NF-kB neuron act	STAT1 activator	Diaph inh CS	FLuc inh counter	TLR4 MyD88 comp	Diaphorase act
COc1ccccc1CNC(=O)C(CCSC)NC(=O)C1CCC(C)CC1 (stereo unspecified)	1.1	2.0	-18.0	18.0	1.14	98.4	8.3	-5.2	9.0	0.9
OCc1n[nH]c(CO)n1	1.2	5.8	5.9	-5.9	1.27	99.2	11.5	-15.6	13.6	0.9
Cn1c(SCC(=O)N/N=C/C=C\c2ccccc2[N+](=O)[O-])nc2ccccc21	1	-16.7	-12.2	12.2	1.1	90.2	18.4	-0.2	10.9	0.8
CCCc1cc(C(=O)N(C2CCCCC2)C2CCCCC2)no1	1	2.7	-4.2	4.2	0.8	102.3	15.2	-2.2	-12.8	0.8
O=C(NCCc1nc2ccccc2[nH]1)Nc1ccccc1	1	-5.4	-5.7	5.7	1.21	98.0	5.3	0.0	-10.5	0.9
CCN(CC)CCN(Cc1cc2cc3c(cc2[nH]c1=O)OCO3)C(=S)NCc1ccco1	1.1	4.0	-10.0	10.0	0.84	101.6	-2.4	-5.1	-5.4	1
O=C(CSc1nc2ccccc2c(=O)n1CC1CCCO1)NCC1CCCO1 (stereo unspecified)	1	-9.7	-2.0	2.0	0.88	99.8	12.1	-4.7	-10.0	0.9
CCCC(C)C(=O)Nc1nnc(C)s1 (stereo unspecified)	1	1.9	2.0	-2.0	1.3	103.6	18.5	-4.1	-0.2	0.8
CCC(C)NC(=O)CSc1ccc(Cl)cc1 (stereo unspecified)	1.1	-0.9	-17.5	17.5	1.3	100.4	0.7	-8.9	-16.4	1
Cc1ccc(C(=O)CSc2nc3cccnc3n2C)cc1	1	-19.5	2.1	-2.1	0.98	100.4	13.3	-1.9	-11.3	0.9
Clc1cccc(-c2nnc3n2CCCCC3)c1	1.1	5.5	-2.5	2.5	1.19	99.0	4.6	-7.1	7.9	1
NCC(O)COCCC12CC3CC(CC(C3)C1)C2 (stereo unspecified)	1	13.2	-9.3	9.3	0.99	94.2	7.9	-0.2	-7.0	0.9
COc1cccc(CNC(=S)NC2CC2)c1	1.1	13.2	-7.5	7.5	1.52	97.5	13.8	-5.0	-6.6	0.9
CN1CCN(C(=S)NCCc2ccccc2)CC1	1	-4.9	-20.5	20.5	1.39	103.1	16.7	-2.9	3.6	0.8
CCOC(=O)c1cnc2c(cnn2C)c1NCCCN(C)C	1.1	6.2	-7.1	7.1	1.38	98.0	6.9	-6.0	6.4	0.9
CCOc1ccc(N2Cc3ccccc3C2)cc1	0.6	8.3	-104.7	104.7	·	141.0*	27.1	35.6	1.8	0.7
COc1ccc(CCNC(=O)C(=O)NCC2OCCN2S(=O)(=O)c2ccc(Br)cc2)cc1 (stereo unspecified)	1	10.0	-15.8	15.8	1.18	89.0	25.9	-4.6	-7.2	0.7
CC(C)Cn1c(N)c(C(=O)CSc2ccc3c(c2)OCCO3)c(=O)n(C)c1=O	1	5.5	-2.7	2.7	0.74	73.7	19.6	-2.2	6.3	0.8
Cc1cccc(C)c1NC(=O)CSCC(=O)O	1	6.4	-28.1	58.9	1.43	96.8	18.5	-3.7	0.9	0.8
C=CCNC(=O)c1ccc(N(CC=C)S(C)(=O)=O)cc1	1	-1.0	-16.1	16.1	0.96	97.4	9.5	-3.7	-6.5	0.9
Oc1ccc2c(c1)oc1cc(O)ccc12	1	-28.2	-2.0	2.0	6.95*	94.6	8.5	-1.0	5.0	0.9
O=C(CSc1ccc(-c2ccc(Cl)cc2)nn1)Nc1ccc2c(c1)OCCO2	0.9	-22.0	-5.7	5.7	1.18	104.1	13.3	5.0	12.8	0.9
O=C(c1ccc(Br)cc1)N1CCN(S(=O)(=O)c2ccccc2)CC1	1	-9.1	8.6	-8.6	0.98	100.6	10.3	-2.4	0.4	0.9
CCCOc1ccc(C2C(=O)N(C3CCCCC3)CC(=O)N2CCC)cc1OC (stereo unspecified)	1	0.0	-13.5	13.5	1.04	102.4	18.4	-3.8	4.9	0.8
CCOc1ccc(CN2CCN(CCCn3cccn3)CC2CCO)cc1 (stereo unspecified)	1	7.1	-8.6	8.6	1.28	104.0	-18.7	2.0	0.7	1.2
CC(C)OC(=O)c1c(NS(=O)(=O)c2ccccc2)sc2c1CCCC2	1.1	8.4	-16.4	16.4	1.02	101.3	21.8	-5.9	-3.3	0.8
O=S(=O)(O/N=C1\CCCc2ccccc21)c1ccccc1	1.1	4.7	-4.8	4.8	1.01	104.2	14.3	-5.1	-4.5	0.9
CCC(C)NC(=O)CSc1nnc(-c2ccc(Cl)cc2)n1N (stereo unspecified)	1	5.4	-28.1	28.1	0.99	98.7	7.4	-4.6	2.4	0.9
Cn1c(-c2ccc(F)cc2)cnc1SCC(=O)Nc1ccccc1	1	17.9	-15.9	15.9	1.07	92.4	·	-3.1	0.0	·
COc1ccccc1N1CCN(C(=O)CSc2nc(N)cc(=O)[nH]2)CC1	1	3.6	1.3	-1.2	0.88	98.2	8.3	-4.1	-0.7	0.9
Clc1cc(Br)ccc1OCCn1ccnc1	1.1	7.7	3.6	-3.6	1	93.5	-1.6	-5.5	-8.6	1
O=C(CSc1nc2ccccc2c(=O)n1NC(=O)c1ccccc1)c1ccccc1	0.9	-0.2	-94.8	94.8	2.03	150.7*	22.2	9.6	4.3	0.8
CCCCSc1nnc(CNC(=O)C23CC4CC(CC(C4)C2)C3)n1Cc1ccccc1	1	1.9	9.2	-9.2	1.22	99.0	21.0	-4.2	-6.7	0.8
CC1(C)CC(=O)C([N+](=O)[O-])=C(NCCCC(=O)O)C1	0.9	12.9	-1.8	1.8	1.27	99.3	7.6	6.2	14.5	0.9
O=C(NCc1ccccc1)c1cc(-c2ccco2)on1	1	-0.5	-11.7	11.7	1.73	107.0	2.6	1.9	-0.3	1
CC(C)Cc1nc2oc3c(NCCCN4CCOCC4)ncnc3c2c2c1CCC2	1.1	1.5	-15.8	15.8	0.65	109.8	14.3	-7.4	1.8	0.9
C#CCOCCOCCOCCNc1nc(N2CCN(C(=O)C([C@@H](C)CC)n3cc(C(N)Cc4ccc(O)cc4)nn3)CC2)nc(N2CCN(C(=O)[C@H](CCC(=O)O)n3cc(C(N)[C@H](C)CC)nn3)CC2)n1 (stereo partly specified)	1.1	19.4	-2.4	2.4	0.97	94.6	6.0	-5.6	-9.0	0.9
CCOC(=O)N1CCN(CCC(=O)c2ccc(Cl)cc2)CC1	1	9.3	-9.7	9.7	1.06	89.5	2.8	-1.5	18.1	1
CC(C)Cn1c(NCCO)nc2ccccc21	1	1.4	-2.8	2.8	0.96	107.6	9.7	-4.7	-1.4	0.9
CCc1ccc(NC(=O)Cn2nc(C(F)(F)F)c3c2CCC3)cc1	1.1	3.8	-13.4	13.4	1.49	101.1	12.8	-9.5	6.2	0.9
CNC(=O)c1ccc(Nc2nnc(C)c3ccccc23)cc1	1	2.0	-45.3	45.3	1.22	99.0	9.9	-1.8	7.7	0.9
CN(C)c1nc(NCc2ccccc2)nc(N/N=C/c2ccc(Br)cc2)n1	1.1	4.8	-3.0	3.0	1.23	97.1	-0.7	-6.5	-3.3	1
Oc1ccc(/C=N/Nc2cc(N3CCCC3)nc(N3CCCC3)n2)cc1O	1	48.6	19.0	-19.0	0.61	92.7	61.9*	-4.1	-9.5	0.4
Cc1ccccc1OCC(=O)Nc1sc(C(=O)Nc2cccc(C)c2C)c(C)c1C#N	1	12.3	-11.5	11.5	1.23	93.9	0.9	0.0	11.9	1
